# Screens deposited in PubChem BioAssay by National Center for Advancing Translational Sciences (NCATS).
# 12-LOX inh: inhibitors of human 12S-lipoxygenase ALOX12. P18054. purified 12hLO, xylenol orange hydroperoxide absorbance. Potency, µM (series often up to 108 µM), for the others: at the top dose activity change, negative = inhibition, most hits filed as inhibitors. 580,000 tested, 1.1% active. AID 1671190; active = well fitted inhibition curve with a large enough effect; inconclusive = small, poorly fitted or top-dose-only effect, or another doubt; inactive = no such curve, though single readings can be large or run the other way
# Target sequence (P18054 whole entry, looked up): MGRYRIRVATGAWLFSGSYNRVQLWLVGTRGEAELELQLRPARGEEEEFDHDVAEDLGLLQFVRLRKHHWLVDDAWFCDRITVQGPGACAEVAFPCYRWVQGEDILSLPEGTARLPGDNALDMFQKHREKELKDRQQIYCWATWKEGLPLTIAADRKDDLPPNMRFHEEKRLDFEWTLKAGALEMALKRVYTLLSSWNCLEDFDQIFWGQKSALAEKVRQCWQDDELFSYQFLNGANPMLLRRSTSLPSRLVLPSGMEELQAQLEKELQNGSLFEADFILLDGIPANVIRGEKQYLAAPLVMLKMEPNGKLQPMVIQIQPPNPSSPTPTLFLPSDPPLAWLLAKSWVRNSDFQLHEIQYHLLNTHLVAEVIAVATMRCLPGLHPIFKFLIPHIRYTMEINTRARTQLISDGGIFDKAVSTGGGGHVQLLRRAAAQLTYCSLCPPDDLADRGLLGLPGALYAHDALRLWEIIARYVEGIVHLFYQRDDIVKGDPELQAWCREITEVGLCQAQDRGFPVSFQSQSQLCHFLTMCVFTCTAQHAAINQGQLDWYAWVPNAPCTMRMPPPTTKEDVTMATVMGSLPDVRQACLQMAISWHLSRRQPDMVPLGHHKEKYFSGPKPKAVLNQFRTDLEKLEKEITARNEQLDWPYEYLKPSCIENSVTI
#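 Purified human 12hLO at 150 nM in 25 mM Hepes, 0.01% Triton X-100, pH 7.0, preincubated 15 min at room temperature with compound. Reaction started with 40 uM arachidonic acid, 30 min at room temperature. Hydroperoxide measured by Fe-xylenol orange, 573/405 nm absorbance ratio.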
# The depositor's hits bear a star; ? = inconclusive; [ ] = another dose, or the depositor's remark. % is scaled to controls: 0 for no effect and ±100 for the full control effect; potency is read from the fitted curve at half-maximal effect.
SMILES,12-LOX inh
Cc1noc(-c2ccc(C(C)(C)C)cc2)c1C(=O)NCc1cccc(Cl)c1,?
COCCOc1cc(C)c2c(c1C)C[C@H](C(C)C(=O)N1CCC(O)CC1)CC2 (stereo partly specified),-25%[176 µM]
CN(Cc1cccnc1)c1nc2c(c(=O)[nH]1)CCN(Cc1ccc(Cl)cc1F)CC2,?
CC(C)CNC(=O)c1cc2cc(N(C)S(C)(=O)=O)ccc2s1,-1%
O=C(CSc1nnnn1C1CCCC1)N1CCCC1c1ccc2c(c1)OCCCO2 (stereo unspecified),-24%
COc1cc(C)ccc1S(=O)(=O)N1CCCCC1CN1CCOCC1 (stereo unspecified),4%
COC(=O)C1=C(C)N(Cc2ccc(Cl)cc2)C(=S)NC1c1cccc(Br)c1 (stereo unspecified),?
CCN(CC)Cc1cnc2c(C(=O)NC[C@@H](C)O)cnn2c1,-9%
CC1CCc2c(sc(NC(=O)CN3CCNC(=O)C3)c2C#N)C1 (stereo unspecified),-8%
Cn1ccnc1CN1C(=O)CO[C@H]2CN(C(=O)c3cnccn3)C[C@H]21,64%[activator][176 µM]
CCOC(=O)[C@]12CCCC=C1N(CCC1=CCCCC1)C(=O)[C@H](CC(=O)NCCCCc1ccccc1)C2,-15%
Cc1cc(C(=O)NCCCOC(C)C)c2c(C3CCNC3)noc2n1 (stereo unspecified),11%[6.33 µM]
COC1=CC(=O)OC(c2ccccc2C(F)(F)F)C1 (stereo unspecified),-2%
Cc1ccc(CNC(=O)c2c(C)noc2-c2ccc3c(c2)OCO3)o1,7%
CS(=O)(=O)N1CCC2(CC1)CN(C(=O)Nc1ccccc1)C2,2%[57.4 µM]
N#Cc1ccc(NC(=O)C2CC(c3ccccc3)=NO2)cc1 (stereo unspecified),?
O=C(NCc1ccc(F)cc1)c1nc(-c2ccc(Cl)nc2)c2ccccn12,1%[6.33 µM]
CCNc1nc2c(s1)C(c1cccc(F)c1)CC(=O)N2 (stereo unspecified),?
Cc1cn2nnc(C(=O)NCCCc3ccccc3)c2c(=O)[nH]1,21%
O=C(CN1C(=O)NC2(CCCCC2)C1=O)NCc1ccccc1F,12%
O=C(COC(=O)C1CCC1)c1ccc[nH]1,4%
Cc1nn2c(c1-c1ccnn1C(C)C)N(CC1CCOCC1)CCC2,13µM*
CCc1cc(C(=O)N2CC[C@@H]3[C@@H](CCC(=O)N3CCc3cnc[nH]3)C2)n[nH]1,5%
Cc1cnc(CC2CCN(S(=O)(=O)c3cn(C)cn3)C2)n1C(C)C (stereo unspecified),29%
CCN1c2cc(C(=O)Nc3cccc(Cl)c3)ccc2C(=O)N2CCCC21 (stereo unspecified),?

# Entries shown so far that have a cyano group:
SMILES,12-LOX inh
CC1CCc2c(sc(NC(=O)CN3CCNC(=O)C3)c2C#N)C1 (stereo unspecified),-8%
N#Cc1ccc(NC(=O)C2CC(c3ccccc3)=NO2)cc1 (stereo unspecified),?

# Additional results follow.
SMILES,12-LOX inh
O=C(CSc1ncnc2ccccc12)NCc1ccccc1,-12%
O=C(CCc1conc1-c1ccccc1F)NCc1cccc(Cl)c1,5%
Cc1c(C(=O)Nc2nccs2)[nH]c2c1C(=O)CCC2,?
O=C1CCCC2[C@@H]3CCC[N@+]4([O-])CCC[C@H](CN12)C34 (stereo partly specified),?
CO[C@H]1[C@H](NC(=O)C(C)C)c2ccccc2C12CCN(Cc1cnc(N(C)C)s1)CC2,-1%
O=C(CCSc1ccc(F)c(F)c1)NC1CCOc2ccccc21 (stereo unspecified),14%
CCc1cccc(C)c1NC(=O)/C=C/c1cccs1,6%
Cc1nnc(C(C)NC(=O)C2CCN(C(=O)C3CCCC3)CC2)o1 (stereo unspecified),21%
CNC(=O)c1ccc(/C=C/C(=O)c2ccc(OCCC(C)C)cc2)cc1,40%[activator]
O=C(NCC1CCCO1)c1ccccc1NS(=O)(=O)c1ccc2[nH]c(=O)[nH]c2c1 (stereo unspecified),14%
Cc1cc(C(=O)Nc2cccc(-c3nc(CNC(=O)c4cc5ccccc5[nH]4)c(C)o3)c2)c(C)o1,-3%
Cc1ccc2[nH]c(CN3CC[C@H]4NCCC[C@]4(CO)C3)cc(=O)c2c1,-15%
CC(C)c1cc(C2CCCN2C(=O)CCc2cc3n(n2)CCCNC3)no1 (stereo unspecified),?
Cc1ccc(C(=O)N2CCCCCCNC(=O)[C@@H]3C[C@@H](C(=O)N4CCc5ccccc5C4)C[C@@H]32)s1,0%
O=C1CC(c2ccccc2)N(Cc2ccncc2)CCCN(S(=O)(=O)c2cccc(F)c2)CCN1 (stereo unspecified),9%
O=C(O)c1ccc(N2C(=O)C/C(=C/c3c[nH]c4ccccc34)C2=O)cc1,-13%
CCCCCCCCN1C(=O)[C@H](CC(=O)NCc2cccc3ccccc23)C[C@@]2(C(=O)OC)CC(C)(C)CC=C12,-2%
Cc1cc(C(=O)N2CC(N(CC(C)C)C3CCOCC3)C2)nn1C,31%[activator]
COc1ccc(OCCNC(=O)c2cnc3ccccc3n2)cc1,?
CN1C(=O)CCC2(CNC(=O)CCc3nc4ccccc4[nH]3)CCC=C12 (stereo unspecified),23%
CN(C)c1ncnc2sc3c(c12)CCN(Cc1ccc2cc[nH]c2c1)C3,-8%
Cc1cccc(C)c1NC(=O)C(CCc1ccccc1)N1CCN(CCN(C)C)CC1 (stereo unspecified),4%
O=[N+]([O-])c1ccc(CN2C[C@H](O)C[C@H]2c2nc(-c3ccc(C(F)(F)F)cc3)no2)cc1,?
COCCc1ccc(-c2csc(NC(=O)Cn3cnc4c3c(=O)n(C)c(=O)n4C)n2)cc1,-15%
O=C1CCN(C(=O)c2cccc3[nH]ccc23)CCCC(C(=O)NCc2ccccc2)CCN1 (stereo unspecified),13%
SMILES,12-LOX inh
Cn1c(C(=O)Nc2cccc3cccnc23)c(Cl)c2ccccc21,21%
O=C(NCc1ccc(OC(F)(F)F)cc1)N1CCC2(CC1)CN(c1ccccc1)C2=O,12%
COCCOC1CN(C2CCN(C(=O)Nc3ccccc3F)CC2)C12CCCCC2 (stereo unspecified),34%[activator]
C=C(Br)CNCCCC,-19%
Cc1ccc2c(c1)N1C(=O)OC[C@@H]1CCNC2,-9%[176 µM]
COCC(=O)N1CCN2C(=O)N(C3CCCCC3)C[C@H]2C1,24%[176 µM]
NC(=O)NC(=O)CSc1nc(-c2ccco2)nc2ccccc12,?
O=C(c1cc(F)ccc1F)N1CCCC(Cc2nc(C3CCOCC3)no2)C1 (stereo unspecified),7%
Clc1cccc(-c2nnnn2Cc2cccnc2)c1Cl,?
CCc1nc2c(OCc3cccc(Cl)c3)cccn2c1N(C)C(=O)c1ccc(C)cc1,?
COc1ccc(CN2C(=O)CO[C@H]3CN(C(=O)NCc4ccccc4)C[C@H]32)cc1,-2%[176 µM]
Cc1cccc(Cl)c1NC(=O)Cn1c(C)cc2nc3n(c(=O)c21)CCCCC3,?
O=S(=O)(c1ccccc1)N1CCC(NCC2(O)CNCCOC2)CC1 (stereo unspecified),0%
COC(=O)c1ccc(Cl)cc1NC(=O)N1CC(C)Oc2ccc(C)cc21 (stereo unspecified),-6%
N#CCSc1ccccc1C(=O)O,-30%
O=C(Nc1ccc(C2(C(=O)N3CCN(c4ccccc4F)CC3)CCC2)cc1)C1CC1,-12%
O=C(Cn1nc2c(cc1=O)CCCCC2)NC1CCS(=O)(=O)C1 (stereo unspecified),19%
CCN1C(=O)C2CC3(CCN(C(=O)CCc4c[nH]c5ccccc45)CC3)CN2C1=O (stereo unspecified),3%
Cc1cc(=O)c(C(=O)N(C)CCc2ccccn2)c2n1-c1ccccc1SC(c1ccsc1)C2 (stereo unspecified),6%
COc1cc(=O)n2c(c1C(=O)NCc1cccc(F)c1)CCN(Cc1cccnc1)CC2,-6%
CN(C)c1ccc(CN2CCC3(CC2)C(=NC2CCCCC2)NC(=O)N3c2cccnc2)cc1,7%[6.33 µM]
COc1cccc(C(=O)N2CCCC3(C2)NC(=O)N(Cc2ccc(C)cc2)C3=O)c1OC (stereo unspecified),8%
N#C/C(=C/c1ccc(OCc2ccccc2C#N)c(Br)c1)c1ccccc1,7%
O=C(c1cnc2sccn2c1=O)N1CCn2nc(C(O)C3CC3)cc2C1 (stereo unspecified),42%
Cc1ncc(CO)c(CN2CCCC23Cc2ccccc2CNC3=O)c1O (stereo unspecified),14%[6.33 µM]

# 4 entries from above, tab-delimited:
Molecule	12-LOX inh
Cc1cc(=O)c(C(=O)N(C)CCc2ccccn2)c2n1-c1ccccc1SC(c1ccsc1)C2 (stereo unspecified)	6%
COc1cc(=O)n2c(c1C(=O)NCc1cccc(F)c1)CCN(Cc1cccnc1)CC2	-6%
CN(C)c1ccc(CN2CCC3(CC2)C(=NC2CCCCC2)NC(=O)N3c2cccnc2)cc1	7%[6.33 µM]
COc1cccc(C(=O)N2CCCC3(C2)NC(=O)N(Cc2ccc(C)cc2)C3=O)c1OC (stereo unspecified)	8%

# The list continues:
SMILES,12-LOX inh
CCCCCCCCCCS(=O)(=O)N/N=C/c1ccc2c(c1)OCO2,-18%
O=C(O)[C@H]1C[C@H](C(=O)NCc2ccncc2)CN(C(=O)C2CCCC2)C1,9%
O=C(NC[C@H]1O[C@@H](CO)[C@@H](O)[C@H]1N1CCN(c2cccc(C(F)(F)F)c2)CC1)Nc1ccc(F)cc1F,?
COc1ccc(NC(=O)[C@@H]2C[C@@H](c3cccc(C(F)(F)F)c3)N(CC3CCOCC3)C2)cc1,3%
Cc1nc2ccccc2n1CCC(=O)N1C[C@@H](C)[C@](O)(C(C)C)C1,2%
COc1nc(C)c(C(=O)N2C[C@H](CO)C[C@H](CN3CCCC3)C2)s1,32%[activator]
COCCc1noc([C@@H]2CC(F)(F)CN2C(=O)c2ccc(C)cn2)n1,37%[activator]
COc1cc(OC)c(C(=O)N2Cc3cnc(CC(C)C)nc3C2)cc1OC,10%
CCOC(=O)CNC(=O)Nc1cc(C(=O)NCc2ccc(OC)cc2)ccc1N1CCCC1,-17%
CCCCN1C(=O)C(CC(=O)NC2CCCC2)Sc2ncccc21 (stereo unspecified),-12%
CC(C)[C@@H]1Cc2[nH]c(=O)[nH]c(=O)c2[C@H](c2ccc(F)cc2)O1,-12%
CC1(c2nnnn2-c2ccc3c(c2)OCCO3)CCC(=O)N1C1CC1 (stereo unspecified),?
Cc1c(C(=O)NCc2ccc(F)cc2)sc2ncnc(NCC3CCCO3)c12 (stereo unspecified),1%
CC(C)C[C@@H]1N[C@H](C(=O)NCCN(C)C)Cc2cn(Cc3ccccn3)c3cccc1c23,111%[activator][176 µM]
CCOC(=O)c1nc2ccccc2nc1NCCc1ccccc1,-29%
COc1ccccc1CN(C)CC(=O)N(C)c1c(N)n(Cc2ccccc2)c(=O)[nH]c1=O,7%
CC1(c2ccccc2)N(Cc2ccccc2)C(=O)OC12CCN(C(=O)C1CCOCC1)CC2 (stereo unspecified),?
CCCCNc1nnc(SCc2ncc(-c3ccccc3)o2)s1,7%
Cc1ccc(C(=O)N2C(C(=O)NC(C)C)COC23CCN(C(=O)c2cccc([N+](=O)[O-])c2)CC3)cc1 (stereo unspecified),-8%
Cc1ccc(C(=O)N2CCN(CCc3ccccc3)CC2)cc1C,2%
COc1ccc(NC(=O)CN2C(=O)NC3(CCS(=O)(=O)CC3)C2=O)c(OC)c1,44%[activator]
COc1ccc(CCN2C(=O)c3ccccc3C2c2nnnn2-c2c(C)cccc2C)cc1OC (stereo unspecified),27%
C=CCN(Cc1cccs1)C(=O)CSCc1ccc(C#N)cc1,-4%
CC1(C)Cc2c(-c3ccccc3)c(-c3ccc(Cl)cc3)c(CC(=O)O)n2C1,?
O=C(Cc1ccc(Cl)cc1)N1CCC([C@@H]2CNC[C@H]2CO)CC1,41%[activator]
SMILES,12-LOX inh
CCN(CC)CCNC(=O)c1cc(C(C)(C)C)cc(C(C)(C)C)c1,?
CCCN1CCN(C(=O)c2c(C)sc3ccn(CC(C)C)c(=O)c23)CC1,40%[activator]
Nc1nc(C2CC(NC(=O)CCc3nc4ccc(F)cc4[nH]3)C2)cc(=O)[nH]1 (stereo unspecified),?
CCCCCOc1ccccc1/C(=C\SC)n1ccnc1,0%[22.9 µM]
O=C(NC1CCCC1)NC1CCN(c2nc3ncccc3o2)CC1,-1%[176 µM]
CC(=O)c1cccc(NC(=O)Cn2ccn3nc(-c4ccccc4)c(CO)c3c2=O)c1,13%
COc1cc(/C=C(/C#N)C(=O)c2ccccc2)cc(Cl)c1O,?
CCn1c(NC(=O)c2oc3ccccc3c2COC)nc2ccccc21,2%
Cn1c2c(c3ccccc31)CN(C(=O)Nc1cccc(Br)c1)CC2,320%[activator]
COc1cccc(C(=O)N2C(C(=O)N3CCC(C(N)=O)CC3)COC23CCC(C)CC3)c1 (stereo unspecified),12%
O=C(NCCc1cccc2cccnc12)NC1CCN(CC2CCCCC2)CC1,-9%
Cc1cnc(C(=O)N2CC[C@H](CO)[C@H](N(C)C)C2)cn1,1%
O=C(/C=C/c1ccc(Cl)cc1Cl)c1ccc(O)cc1,?

# 5 entries already listed, arranged by the value under 12-LOX inh, rising.
compound | 12-LOX inh
O=C(NCCc1cccc2cccnc12)NC1CCN(CC2CCCCC2)CC1 | -9%
Cc1cnc(C(=O)N2CC[C@H](CO)[C@H](N(C)C)C2)cn1 | 1%
CCn1c(NC(=O)c2oc3ccccc3c2COC)nc2ccccc21 | 2%
COc1cccc(C(=O)N2C(C(=O)N3CCC(C(N)=O)CC3)COC23CCC(C)CC3)c1 (stereo unspecified) | 12%
CC(=O)c1cccc(NC(=O)Cn2ccn3nc(-c4ccccc4)c(CO)c3c2=O)c1 | 13%

# An excerpt; the hit share may differ from the screen's.
